Source: PubChem
procasp7 counter: counter-screen for procaspase-3 activators: activators of human procaspase-7 | P55210 | recombinant procaspase-7, Ac-DEVD-pNA absorbance 405 nm; D23A/D198A/D206A triple mutant, cannot self-cleave; scale: DMSO 0, 5 µM enzyme 100 | activation, % at 8.5 µM | hit rate 0.093% among 330,000;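 active = percent activation above the screen-wide mean plus 3 SD, cut at about 25% in these data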
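System: Uncleavable procaspase-7 mutant enzyme; Amount: 2 µM procaspase-7 mutant as dispensed; Schedule: 1 h compound preincubation, 2 h substrate cleavage, 25 °C; Measured by: 405 nm absorbance of p-nitroaniline; Evaluation: percent activation from buffer-corrected 0–120 min absorbance change; Control set: low DMSO alone, high DMSO plus 5 µM PC-7.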
RPL19A-GFP yeast: alters RPL19A-GFP fluorescence in TOR pathway yeast screen | S. cerevisiae RPL19A-GFP strain, flow cytometry, 3 h; stronger effect = lower value | percent response vs DMSO, % at 10 µM | hit rate 0.3% among 330,000 | AID 2025;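 active = percent response vs DMSO below 50%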;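 also: median channel GFP fluorescence of the barcoded RPL19A-GFP strain; ratio of sample median GFP to plate DMSO average so 100% = DMSO; lower means less RPL19A-GFP as with rapamycin TOR inhibition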
LAP4 TOR yeast: yeast TOR pathway LAP4-GFP modulation | S. cerevisiae LAP4-GFP multiplex, flow cytometry GFP, 3 h; median GFP as percent of DMSO wells | GFP response vs DMSO, % at 10 µM | hit rate 0.34% among 320,000;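 active = GFP response vs DMSO above a set limit, about the screen mean plus 3 SD, cut at about 150% in these data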
AGP1 TOR yeast: alters AGP1-GFP fluorescence in TOR pathway yeast screen; hit rate 0.02% among 320,000; GFP response vs DMSO, % at 10 µM; S. cerevisiae AGP1-GFP multiplex flow cytometry, 3 h; GFP as percent of DMSO wells; AID 2066;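 active = GFP response relative to DMSO above a set limit, near screen average plus 3 SD, cut at about 150% in these data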;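 also: median GFP channel fluorescence of the gated AGP1 strain per well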
procasp3 activ: activators of human procaspase-3. P42574. recombinant procaspase-3 D3A, Ac-DEVD-pNA absorbance 405 nm. activation, % at 8.5 µM. hit rate 0.11% among 330,000. AID 463141;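 active = activation above the mean of all tested compounds plus 3 SD, cut at about 21% in these data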;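 also: 0% = DMSO alone and 100% = DMSO wells spiked with extra 5 µM PC-3 D3A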
Target sequence (P42574 whole entry D9A/D28A/D175A): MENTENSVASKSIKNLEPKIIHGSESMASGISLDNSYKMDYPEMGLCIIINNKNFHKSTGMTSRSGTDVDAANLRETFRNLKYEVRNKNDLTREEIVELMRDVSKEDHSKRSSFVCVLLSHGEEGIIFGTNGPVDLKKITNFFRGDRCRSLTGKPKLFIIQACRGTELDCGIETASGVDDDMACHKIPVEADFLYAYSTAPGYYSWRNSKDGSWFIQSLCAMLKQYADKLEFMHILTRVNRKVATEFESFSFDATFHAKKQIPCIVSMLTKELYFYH
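Assay system: Procaspase-3 D3A mutant, all three cleavage aspartates alanine. Buffer or medium: Zinc-free HEPES saline buffer with Triton X-100. Times: 1 h compound preincubation, 2 h substrate hydrolysis at 25 °C. Measured by: 405 nm absorbance of p-nitroaniline, reads at 0 and 120 min. Read-out basis: percent activation relative to control range. Replicates: singlicate.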
CIT2 TOR yeast: modulators of TOR pathway CIT2-GFP in S. cerevisiae | S. cerevisiae CIT2-GFP strain, flow cytometry, 3 h; 100 means same as DMSO wells | GFP response vs DMSO, % at 10 µM | hit rate 0.065% among 320,000;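 active = GFP response relative to DMSO above a set limit, near the screen mean plus 3 SD, cut at about 150% in these data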;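 also: ratio of well median GFP fluorescence to mean of DMSO wells on the plate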
AHR activator: human AHR activation. P35869. AHR-responsive luciferase reporter cells, luminescence. activation, % at 5 µM. hit rate 2.5% among 320,000; in the data active = activation above about 47%;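 also: 0% = vehicle wells and 100% = reference agonist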
Target sequence (P35869 whole entry, looked up): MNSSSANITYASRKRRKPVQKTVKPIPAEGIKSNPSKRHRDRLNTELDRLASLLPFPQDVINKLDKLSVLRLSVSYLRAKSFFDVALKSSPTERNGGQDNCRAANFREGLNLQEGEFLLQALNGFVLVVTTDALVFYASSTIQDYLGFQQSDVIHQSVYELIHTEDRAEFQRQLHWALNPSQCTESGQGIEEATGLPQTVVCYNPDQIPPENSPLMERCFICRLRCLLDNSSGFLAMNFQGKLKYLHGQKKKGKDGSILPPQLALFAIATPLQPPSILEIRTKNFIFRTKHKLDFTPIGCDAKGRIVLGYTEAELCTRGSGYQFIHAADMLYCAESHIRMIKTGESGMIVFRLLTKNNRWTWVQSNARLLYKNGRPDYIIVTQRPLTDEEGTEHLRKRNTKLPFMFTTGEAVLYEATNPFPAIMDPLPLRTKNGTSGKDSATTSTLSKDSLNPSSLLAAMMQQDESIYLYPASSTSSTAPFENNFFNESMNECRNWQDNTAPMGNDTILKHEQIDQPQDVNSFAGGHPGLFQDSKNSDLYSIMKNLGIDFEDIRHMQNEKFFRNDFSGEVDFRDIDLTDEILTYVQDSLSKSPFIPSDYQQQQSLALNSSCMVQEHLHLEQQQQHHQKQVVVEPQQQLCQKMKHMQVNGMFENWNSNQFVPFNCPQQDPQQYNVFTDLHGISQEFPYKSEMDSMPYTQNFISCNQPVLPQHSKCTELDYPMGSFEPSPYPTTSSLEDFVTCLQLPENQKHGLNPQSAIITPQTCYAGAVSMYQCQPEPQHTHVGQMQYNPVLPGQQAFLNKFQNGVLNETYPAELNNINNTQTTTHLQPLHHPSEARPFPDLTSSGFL
MEP2 TOR yeast: yeast TOR pathway MEP2-GFP modulation. hit rate 0.51% among 330,000. GFP response vs DMSO, % at 10 µM. S. cerevisiae MEP2-GFP strain, flow cytometry GFP, 3 h; 100% = DMSO control level. AID 2016;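 active = GFP response versus DMSO above a set limit, roughly screen mean plus 3 SD, cut at about 180% in these data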;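 also: median GFP fluorescence of the barcode-gated MEP2-GFP cells per well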
An asterisk follows results filed as active; . = no result given.

SMILES	procasp7 counter	RPL19A-GFP yeast	LAP4 TOR yeast	AGP1 TOR yeast	procasp3 activ	CIT2 TOR yeast	AHR activator	MEP2 TOR yeast
COc1cc(S(=O)(=O)NCCCN2CCOCC2)ccc1Cl	-2	95	99	93	9	104	-1	104
Cc1ccccc1COCCN1CCN(S(=O)(=O)c2ccccc2)CCC1=O	1	100	125	86	4	97	-2	97
CCO[C@H]1c2c(ccc3ccc(=O)oc23)OC(C)(C)[C@H]1O	-6	96	103	104	-6	91	0	98
COc1ccc(S(=O)(=O)N2CCN(c3ccc4nnc(-c5ccc(F)cc5)n4n3)CC2)cc1	1	101	97	102	5	101	9	102
CC(=O)NC12CC3CC(C1)CC(C(=O)OCC(=O)Nc1ncc(Cl)c(C)c1Cl)(C3)C2	-1	94	95	95	-3	92	2	97
Cc1cc(C)c(NC(=O)C2CCCO2)c(C)c1 (configuration not stated)	3	99	106	100	5	95	0	100
COc1ccc(C2=C/C(=C\c3cccc(OC(C)=O)c3)C(=O)O2)cc1	-13	111	102	104	35*	109	3	109
CCCCOc1ccc(C(=O)Nc2ccc(SC(F)F)cc2)cc1OC	-2	104	92	99	1	106	15	99
O=C(Nc1ccncc1)c1cncc(Br)c1	2	106	108	109	1	104	5	110
O=C1C2(CCC13COC(c1ccc(O)cc1)OC3)COC(c1ccc(O)cc1)OC2 (configuration not stated)	6	94	92	96	5	102	-2	99
CN(C)N1C(N)=C(C#N)C(c2cccs2)C2=C1CCCC2=O (configuration not stated)	-7	93	99	102	2	94	0	102
COc1cc(=O)n(C)c2c(OCC(O)C(C)(C)O)cccc12 (configuration not stated)	-4	97	96	66	-3	85	3	113

Records listed above that bear a hit mark in procasp3 activ:
canonical_smiles | RPL19A-GFP yeast | LAP4 TOR yeast | AGP1 TOR yeast | procasp3 activ | CIT2 TOR yeast | AHR activator | MEP2 TOR yeast
COc1ccc(C2=C/C(=C\c3cccc(OC(C)=O)c3)C(=O)O2)cc1 | 111 | 102 | 104 | 35* | 109 | 3 | 109

Further entries follow.
SMILES	procasp7 counter	RPL19A-GFP yeast	LAP4 TOR yeast	AGP1 TOR yeast	procasp3 activ	CIT2 TOR yeast	AHR activator	MEP2 TOR yeast
O=C(CCN1C(=O)c2ccccc2C1=O)OCN1C(=O)c2ccccc2C1=O	10	98	96	100	-3	102	1	97
COC(=O)c1sc2ccccc2c1NC(=O)c1ccc(S(=O)(=O)N2CCCCC2C)cc1 (configuration not stated)	7	100	95	102	-1	105	0	96
Cc1cc(Cl)ccc1NC(=S)NCc1ccco1	6	103	106	105	1	98	0	105
COc1cccc(CN2CCN(CCCc3ccccc3)C(CCO)C2)c1OC (configuration not stated)	10	104	90	102	-11	108	0	113
CC1CCN(C(=O)c2ccc(S(=O)(=O)N3CCCC3)cc2)CC1	8	97	102	101	10	99	-1	97
CCOC(=O)N1CCN(CCC(=O)Nc2cc(OC)cc(OC)c2)CC1	14	101	95	100	-2	105	2	95
COc1cc(C2/C(=C(\O)c3ccc4c(c3)OCCO4)C(=O)C(=O)N2Cc2ccccc2)ccc1O (configuration not stated)	-3	106	90	90	-5	104	1	120
c1ccc2c(OCCCCN3CCOCC3)cccc2c1	-7	104	94	98	-1	102	4	103
CC(C)CC(CCc1ccccc1)OS(N)(=O)=O (configuration not stated)	9	96	123	85	2	92	-3	94
COc1nccnc1NS(=O)(=O)c1ccc(NC(=S)NC(=O)/C=C/c2ccccc2)cc1	-6	100	112	104	6	106	1	127
O=C(CCc1nnc2ccc(NCc3ccccc3)nn12)NC1CCCCC1	-5	121	126	124	3	127	4	128
CCCc1ncc(C(O)c2cccc(OC)c2OC)n1C (configuration not stated)	4	96	93	97	-3	101	0	97
Cc1ccccc1C(=O)N1CCN(C(c2ccccc2)c2ccccc2)CC1	-4	98	110	104	-9	97	-1	98
COc1ccc(C=C(C(C)=O)C(C)=O)cc1OC	-7	96	101	95	14	98	-2	94
CC[C@@H](C)[C@H](NC(=O)CCc1c(C)c2cc3c4c(oc3c(C)c2oc1=O)CCCC4)C(=O)O	-10	95	85	89	5	87	-1	97
CC(=O)C1C(c2cccc(F)c2)c2c(n[nH]c2C)CC1(C)O (configuration not stated)	11	94	104	102	-1	95	3	95
O=S(=O)(c1cccs1)N1CCN(CCc2ccccc2)CC1	16	98	93	96	0	95	-4	96
COc1ccc(C(=O)Nc2sc3c(c2C(=O)NCc2ccco2)CCCC3)cc1OC	-17	97	94	94	-22	85	3	94
CC(Oc1cccnc1[N+](=O)[O-])C(=O)N1CCc2ccccc21 (configuration not stated)	-3	96	95	96	-2	88	6	91
OCCNc1ccc(Cl)cc1	2	106	106	108	-2	106	-1	104
O=C(COC(=O)/C=C/c1cccc([N+](=O)[O-])c1)NCc1ccco1	3	97	96	96	13	98	1	86
Cc1cccc(OCC(=O)Nc2sc3c(c2C#N)CCC3)c1	-1	104	109	104	-4	105	0	106
O=C(O)CCCC[C@@H]1SC[C@@H]2NC(=O)N[C@@H]21	11	100	112	102	6	102	-1	108
COC(=O)c1ccc(/C=N/N2CCN(Cc3ccc(Cl)cc3)CC2)cc1	-11	91	98	112	3	105	-2	87
CCSc1ccccc1C(=O)N1CCN(Cc2ccc3c(c2)OCO3)CC1	-4	103	102	109	-5	96	2	103
CCc1ccccc1NC(=O)c1ccc2snnc2c1	2	99	94	91	0	90	1	95
COc1ccc(CN2CCOCCOCCN(Cc3ccc(OC)cc3)CCOCCOCC2)cc1	9	98	101	102	7	95	-6	101
COC(=O)c1ccc(C)c(NC(=O)c2ccc(Cn3cc([N+](=O)[O-])cn3)o2)c1	5	92	92	94	7	90	0	102
O=C(CSc1nnc(-c2ccncc2)n1C1CCCCC1)Nc1cccc(O)c1	-2	98	94	96	0	98	1	100
COC(=O)c1cc(-c2ccccc2)n[nH]1	13	101	95	92	-3	87	0	100
COc1cc(C2C3=C(CCCC3=O)Nc3[nH]n(-c4ccccc4)c(=O)c32)cc(OC)c1OC (configuration not stated)	5	111	105	102	5	102	0	115
C/C(CC(=O)NC(C)(C)C)=N\NC(=O)c1ccccc1N	13	99	96	100	2	97	13	97
O=[N+]([O-])c1ccc(O)c(/C=N/n2c(CO)nc3ccccc32)c1	-5	103	114	105	-8	96	6	103
O=c1[nH]c(=O)c2nc3ccccc3nc2[nH]1	-1	101	133	94	7	100	8	92
Cc1cc(C(F)(F)F)nn1CC(=O)N1CCOCC1	2	100	99	108	-1	104	0	108
S=c1sc2c(N3CCOCC3)ncnc2n1-c1ccccc1	4	105	104	104	1	96	1	99
Cc1cc(C)cc(OCC(O)CN2CCN(Cc3ccc4c(c3)OCO4)CC2)c1 (configuration not stated)	0	97	106	101	3	90	0	104
Cc1ccc(-n2c(-c3ccc(Cl)cc3)n[nH]c2=S)cc1	.	103	95	109	.	100	.	99
CC(C)Oc1ccc(C2CC(=O)N(C)C2=O)cc1 (configuration not stated)	-1	93	99	111	6	98	-4	101
COc1ccc(CN(C(=O)c2cc(=O)c3ccccc3o2)C2CCS(=O)(=O)C2)cc1OC (configuration not stated)	6	104	97	110	6	123	-3	105
CCN(CC)CCNC(=O)c1nn(-c2ccc(C)cc2)c(=O)c2c1c1ccccc1n2C	6	93	91	100	-2	86	32	94
Cc1cc(C(=O)NNc2ccccc2F)no1	0	91	90	96	6	95	0	87
CN(C)c1ccc(CN(C)C2CCCCC2)cc1	1	98	101	99	7	102	0	97
Cc1occc1-c1nnc(SCC(=O)NCC2CCCO2)n1C (configuration not stated)	-14	95	100	101	1	101	-1	108
COc1ccc(CC(=O)NCc2ccc(-n3cccc3)cc2)cc1OC	-8	99	98	104	-1	107	2	101
Cc1nnc(SCC(=O)N2CCOCC2)c2ccccc12	-5	104	104	109	-12	112	5	104
CC(C)n1cnc2c(Nc3cccc(Cl)c3)nc(NCCCO)nc21	-2	100	125	93	0	94	69*	98
NS(=O)(=O)c1ccc(Nc2nc(-c3ccccc3)cs2)cc1	-3	104	109	108	-2	104	-4	115

Compound profiles, from the list above.
Listed for `Cc1ccc(-n2c(-c3ccc(Cl)cc3)n[nH]c2=S)cc1` = procasp7 counter: .; RPL19A-GFP yeast: 103; LAP4 TOR yeast: 95; AGP1 TOR yeast: 109; procasp3 activ: .; CIT2 TOR yeast: 100; AHR activator: .; MEP2 TOR yeast: 99
Listed for `COc1ccc(CN(C(=O)c2cc(=O)c3ccccc3o2)C2CCS(=O)(=O)C2)cc1OC` (configuration not stated) = procasp7 counter: 6; RPL19A-GFP yeast: 104; LAP4 TOR yeast: 97; AGP1 TOR yeast: 110; procasp3 activ: 6; CIT2 TOR yeast: 123; AHR activator: -3; MEP2 TOR yeast: 105

Next part:
SMILES	procasp7 counter	RPL19A-GFP yeast	LAP4 TOR yeast	AGP1 TOR yeast	procasp3 activ	CIT2 TOR yeast	AHR activator	MEP2 TOR yeast
COc1ccc(C(=O)NNC(=O)CSc2nnc3ccccn23)cc1OC	5	104	97	102	2	102	0	108
Cc1ccc(-n2cc(CN(C)Cc3ncc[nH]3)c(-c3cccc(C)c3)n2)cc1	9	91	93	.	10	88	12	93
CCN(CC)c1ccc(/C=N/NC(=O)c2ccc([N+](=O)[O-])cc2)cc1	-1	116	101	119	-3	116	11	114
O=S(=O)(Nc1ccc(-c2csc(-c3ccccc3)n2)cc1)c1ccccc1	1	106	97	96	-1	88	13	93
CC(C)(C)c1ccc(-c2nnc(N)o2)cc1	2	106	.	.	-7	.	15	109
CC(NC(=O)COC(=O)Cn1cc(C(F)(F)F)ccc1=O)c1ccccc1 (configuration not stated)	2	102	87	90	8	87	0	101
Cc1ccc(S(=O)(=O)N2CCOCC2)cc1C(=O)OCC(=O)c1ccc(Br)cc1	-17	97	94	94	-9	98	2	97
Cc1ccc(-c2cc(C(=O)N/N=C/c3ccc(F)cc3)n[nH]2)o1	3	91	98	90	3	100	7	90
COc1cc(/C=C/c2nnc3c4ccccc4ncn23)cc(OC)c1OC	4	98	91	95	3	102	45	109
Fc1ccccc1-c1nc2ccccc2[nH]1	9	103	96	98	-3	103	15	109
CC(C)c1onc(C(=O)Nc2sc3c(c2C#N)CCC3)c1[N+](=O)[O-]	-22	108	96	92	6	123	7	104
CCc1cc(=O)oc2c3c(cc(OCC(=O)NCCN4CCOCC4)c12)OC(C)(C)CC3	-3	99	102	98	-4	95	3	105
CCC(=O)Nc1cccc(C(=O)/C=C/c2ccccc2)c1	-2	76	101	.	3	83	0	108
O=C(CN1CCCC1)Nc1ccccc1Cl	-1	95	90	100	5	98	-4	95
COC(=O)C1CSC(C(=O)OC)N1C(=O)Nc1c(C)cccc1C (configuration not stated)	13	98	104	105	2	105	0	106
CCOC(=O)Cn1nnnc1CN1CCN(c2ccc(OC)cc2)CC1	-2	99	102	96	-2	96	0	99
OCc1nc2ccccc2n1CCOc1ccccc1	13	102	102	107	0	105	2	110
CC(=O)Oc1ccc(N2C(=O)CC(N3CCOCC3)C2=O)cc1 (configuration not stated)	-30	95	110	105	-22	113	3	107
CC(C)=CC(=O)OCC(=O)Nc1cc(C)cc(C)c1	0	96	100	68	7	101	8	95
COc1ccc(CCC(C(O)C(F)(F)F)S(=O)c2ccccc2)cc1 (configuration not stated)	-5	101	103	101	3	96	0	104
Cc1ccc(-n2nc(C)c(=O)c(-c3ccccc3)c2NC(=O)C(C)C)cc1	6	90	105	98	4	96	0	102
COCCN1C2=C(COC(C)(C)C2)C(=S)NC1c1ccccc1 (configuration not stated)	4	89	119	103	2	84	1	234*
